High-throughput results: PubChem, several laboratories
APP 5UTR inh: APP translation inhibition. inhibition, % at 2 µM. AID 1285. SH-SY5Y APP 5'UTR-luciferase reporter, luminescence. hit rate 0.82% among 190,000;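 active = inhibition above a set limit, derived from the sample mean plus 3 SD, cut at about 45% in these data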; also: values of inactives mirror those of a sister screen read the other way
HMGR II inh: E. faecalis class II HMG-CoA reductase inhibition; purified E. faecalis HMGR, NADPH absorbance 340 nm kinetic; inhibition, % at 10 µM; hit rate 0.41% among 190,000; AID 1066;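 active = inhibition above a set limit, the median over all tested compounds plus 3 SD, cut at about 9.5% in these data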;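 also: enzyme runs in reverse so mevalonate oxidation gives rising NADPH absorbance; 0% = complete reaction with DMSO and 100% = background rate lacking mevalonate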
STAT1 act: increases IFN-gamma driven STAT1 reporter signal | hit rate 2.6% among 200,000 | activation (% of control), % at 5.5 µM | NIH 3T3 STAT1-luciferase reporter, luminescence; 100% = IFN-gamma alone, no compound;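 active = activation above the screen-wide mean activation plus 3 SD, cut at about 130% in these data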;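 also: raw ratio to IFN-gamma control signal so 100% means no change and 0% no light; values of inactives mirror those of a sister screen read the other way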
G6PDH counter: L. mesenteroides G6PDH inhibition counter-screen; inhibition, % at 5 µM; Purified L. mesenteroides G6PDH, diaphorase/resazurin coupled fluorescence, 45 min; hit rate 0.12% among 200,000; AID 1020; in the data active = inhibition above about 50%
APP 5'UTR act: activates APP 5'UTR luciferase reporter; AID 1276; activation, % at 2 µM; hit rate 1% among 190,000; SH-SY5Y APP 5'UTR luciferase reporter, luminescence; zero percent = DMSO vehicle wells;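 active = activation above a set limit, based on mean plus 3 SD of controls, cut at about 140% in these data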; also: values of inactives mirror those of a sister screen read the other way
FLuc act counter: affects firefly luciferase, flagging false hits in luciferase stimulation screens; P08659; ATPlite luciferase biochemical, luminescence, 10 min; 0 = ATP-free wells, 1 = DMSO control; activation factor at 10 µM; 200,000 tested, under 10 active; AID 1027;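 active = luciferase activation factor, scaled between plate controls, of at least 2 with compound at 10 µM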
Target sequence (P08659 whole entry, looked up): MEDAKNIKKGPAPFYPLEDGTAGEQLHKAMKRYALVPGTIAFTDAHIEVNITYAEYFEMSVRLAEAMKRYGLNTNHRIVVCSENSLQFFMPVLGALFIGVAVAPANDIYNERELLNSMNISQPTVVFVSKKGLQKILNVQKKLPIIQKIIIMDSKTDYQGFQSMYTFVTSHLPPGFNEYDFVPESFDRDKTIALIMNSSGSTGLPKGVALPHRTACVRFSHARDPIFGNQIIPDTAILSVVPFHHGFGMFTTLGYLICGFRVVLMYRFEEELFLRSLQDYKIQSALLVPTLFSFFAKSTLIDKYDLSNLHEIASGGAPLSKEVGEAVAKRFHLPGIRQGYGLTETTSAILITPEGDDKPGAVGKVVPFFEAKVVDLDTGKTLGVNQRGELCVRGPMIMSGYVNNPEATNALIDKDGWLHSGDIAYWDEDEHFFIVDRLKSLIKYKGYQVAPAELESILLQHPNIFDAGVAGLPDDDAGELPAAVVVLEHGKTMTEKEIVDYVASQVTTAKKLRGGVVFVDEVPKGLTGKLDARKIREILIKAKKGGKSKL
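Material: luciferase plus luciferin reagent, cell-free. Medium: PBS buffer for ATP. Also added: ATP substrate, dispensed from a 10.24 µM working solution in PBS. Doses: test compounds dosed from 2 mM stocks in 100% DMSO. Incubation: 10 min post-reagent at room temperature. Technique: light output (luminescence). Read-out basis: luminescence gain marking luciferase activators.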
FLuc inhib CS: inhibits firefly luciferase, flagging false hits in luciferase inhibition screens. inhibition, % at 10 µM. ATPLite firefly luciferase biochemical luminescence, 10 min. AID 1006. hit rate 1.5% among 200,000;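 active = inhibition above about 50% when tested at 10 µM, limit read from the data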
Hsp70 activator: switches on Hsp70 transcription. HeLa Hsp70 promoter luciferase reporter, luminescence; scaled: vehicle 0, proteasome-inhibitor control 100%. activation, % at 10 µM. hit rate 0.04% among 200,000. AID 1203;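 active = activation above the mean across all tested compounds plus 3 SD, cutoff set per campaign, cut at about 5.5% in these data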;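 also: 100% = MG132 at 30 µM as the positive control and 0% = DMSO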
Redox H2O2 prof: compounds producing H2O2 with reducing agent – biochemical, NIH compound library profiling, artefact control for MLSCN library redox annotation, primary screen | DTT-dependent redox cycling H2O2, phenol red/HRP absorbance; 100% = 100 µM peroxide control, 0% = buffer | AID 878 | hit rate 0.03% among 200,000 | activation, % at 10 µM;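 active = activation of at least 50% relative to the plate's high and low controls in the primary single-dose screen; inactive = activation below 50%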;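 also: compound incubated with DTT at 0.8 mM final as the reducing agent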
NF-kB expr up: raises NF-kB expression in human neuronal cells; NF-kB reporter expression; hits give high values; fold change at 12.5 µM; hit rate 1.6% among 190,000; AID 1239; in the data active = fold change above about 3.3
* = called active by the depositor; x = no result given.

Values run as follows: FLuc inhib CS, STAT1 act, HMGR II inh, APP 5UTR inh, Hsp70 activator, G6PDH counter, FLuc act counter, NF-kB expr up, APP 5'UTR act, Redox H2O2 prof
> O=C(COc1ccccc1)NCC(=O)N/N=C/c1ccco1
  -1, 104, -5, -2, -0.4, 25, 1, 1.1, 2, 0.1
> CCC(C)n1c(SCc2ccccc2)nc2ccsc2c1=O (configuration not stated)
  -6, 100, -6, -14, -0.3, 4, 1.1, 0.83, 14, -0.3
> Cc1cc(C(=O)NC(C)c2ccc3c(c2)OCO3)cs1 (configuration not stated)
  -8, 99, 2, 4, -0.1, 15, 1.1, 1.3, -4, 1.8
> O=C(NC(=S)Nc1ccccc1O)c1ccc(Cl)cc1Cl
  28, 105, 1, -34, -0.4, 9, 0.7, 1.6, 34, -0.4
> CCN(CC)S(=O)(=O)c1cc([N+](=O)[O-])ccc1NNC(=O)Nc1ccc(F)cc1
  -10, 93, 2, x, -0.5, 14, 1.1, 0.45, x, 0.1
> CCCCCCc1cc2cc(C(=O)Nc3ccccc3OC)c(=O)oc2cc1O
  -7, 99, -5, -15, -0.2, -24, 1.1, 0.94, 15, -0.2
> CCOc1ccc(/C=N/NC(=O)CN2CCCCCCC2)cc1
  -7, 94, 6, 4, 0.6, 4, 1.1, 1.1, -4, -1.1
> COc1ccc(C(=O)NCc2nnc(SCC(=O)NO)n2Cc2ccccc2)cc1
  -6, 94, 0, -15, -0.4, 12, 1.1, 1.4, 15, 0.1
> COc1ccc(N2CCN(CCCNC(=O)c3cc4sccc4n3C)CC2)cc1
  -6, 94, 1, 0, 0.2, 2, 1.1, 0.75, 0, -3.2
> O=C(CS(=O)(=O)c1ccccc1)Nc1ccc(Br)cn1
  1, 95, 0, -1, -0.2, 7, 1, 1.6, 1, -0.7
> COCCN1C(=O)C(=O)/C(=C(/O)c2ccc3c(c2)OCCO3)C1c1ccc(C(=O)OC)cc1 (configuration not stated)
  -6, 97, 0, 8, -0.1, 1, 1.1, 1.1, -8, -0.6
> Nc1ccccc1C(=O)NCc1ccc(F)cc1
  -1, 92, -4, 4, 0.1, 16, 1, x, -4, 2.3
> CSCCC(NC(=O)c1ccccc1Br)C(=O)NCC1CCCCC1 (configuration not stated)
  -5, 99, -2, -1, -0.1, 6, 1.1, 1, 1, 0.1
> Cc1ccc2nc(-c3cccs3)oc(=O)c2c1
  46, 102, -7, -5, -0.3, -2, 0.5, 1.9, 5, 0.0
> Cc1onc(-c2ccccc2)c1C(=O)Nc1ccc2c(c1)OCCO2
  -4, 89, 1, 6, -0.3, 7, 1, 0.96, -6, -0.3
> NS(=O)(=O)c1ccc(N/C=C\C(=O)c2cccc3ccccc23)cc1
  -5, 102, 1, x, -0.3, -26, 1.1, 1, x, -0.2
> COC(=O)NCc1ccc(CNC(=O)OC)cc1
  -5, 96, -2, -4, -0.5, -2, 1.1, 1.1, 4, -0.8
> Cc1ccc(Cn2nnc3c(=O)[nH]c(C4CCN(S(=O)(=O)c5ccc(F)cc5)CC4)nc32)cc1
  -1, 99, 2, 1, -0.3, 3, 1, 1, -1, -2.2
> CCN(CC)S(=O)(=O)c1ccc(Cl)c(NC(=O)COC(=O)c2ccc(O)cc2)c1
  0, 94, 2, 10, -0.1, 5, 1, 0.88, -10, -0.3
> CSc1ccccc1C(=O)NC1CCCC1
  -1, 101, 1, 1, -0.3, 10, 1, 1, -1, 0.0
> CCCCSc1nnc(-c2cc3c(C(F)(F)F)nn(C)c3s2)n1C
  -4, 99, -5, 5, -0.2, 5, 1, 0.85, -5, 1.5
> Cc1c(Cl)cnc(NC(=O)COC(=O)C(NC(=O)c2ccco2)C(C)C)c1Cl (configuration not stated)
  -4, 105, -3, -2, -0.1, 6, 1, 1, 2, 2.0
> O=C1CC(N2CCN(c3ccc(O)cc3)CC2)C(=O)N1c1ccc2c(c1)OCO2 (configuration not stated)
  -6, 99, 1, -2, 0.6, 16, 1.1, 0.99, 2, -2.0
> COc1ccc(N2CC(NC(=O)NC(C)(C)C)CC2=O)cc1 (configuration not stated)
  -9, 98, -3, -9, -0.2, -8, 1.1, 0.99, 9, 0.5
> O=C(CN(Cc1ccccc1)S(=O)(=O)c1ccc(F)cc1)NCCC1=CCCCC1
  -2, 99, -3, 4, 0.9, 4, 1, 0.8, -4, -0.1
> O=C(NCc1ccccc1)c1cccc(NS(=O)(=O)c2cccc3cccnc23)c1
  -8, 94, 1, 8, -0.1, 11, 1.1, 1.1, -8, -0.3
> CCCC(C(=O)O)N1C(=O)/C(=C/c2cccn2C)SC1=S (configuration not stated)
  4, 95, -1, -15, -0.6, 27, 1, 1.3, 15, 0.8
> CCOc1ccc(NC(=S)N(CCOC)C(C)c2cccnc2)cc1 (configuration not stated)
  1, 95, 1, -6, -0.5, -3, 1, 1.2, 6, -0.1
> COc1ccc(C(OC(=O)c2ccco2)C(=O)NCC2CCCO2)cc1 (configuration not stated)
  -1, 97, -3, -9, 0.1, 4, 1, 0.96, 9, 0.0
> COC(=O)c1ccccc1Sc1c(/C=N/OC(=O)c2ccccc2)c(C(F)(F)F)nn1C
  -1, 104, 0, 6, -0.2, 4, 1, 0.95, -6, 0.1

An excerpt of the results above, as a working copy:
Values run as follows: FLuc inhib CS, STAT1 act, HMGR II inh, APP 5UTR inh, Hsp70 activator, G6PDH counter, FLuc act counter, NF-kB expr up, APP 5'UTR act, Redox H2O2 prof
> COc1ccc(N2CCN(CCCNC(=O)c3cc4sccc4n3C)CC2)cc1
  -6, 94, 1, 0, 0.2, 2, 1.1, 0.75, 0, -3.2
> O=C(CS(=O)(=O)c1ccccc1)Nc1ccc(Br)cn1
  1, 95, 0, -1, -0.2, 7, 1, 1.6, 1, -0.7
> COCCN1C(=O)C(=O)/C(=C(/O)c2ccc3c(c2)OCCO3)C1c1ccc(C(=O)OC)cc1 (configuration not stated)
  -6, 97, 0, 8, -0.1, 1, 1.1, 1.1, -8, -0.6

A draw from above in order of heavy-atom count, low to high.
Values run as follows: FLuc inhib CS, STAT1 act, HMGR II inh, APP 5UTR inh, Hsp70 activator, G6PDH counter, FLuc act counter, NF-kB expr up, APP 5'UTR act, Redox H2O2 prof
> CSc1ccccc1C(=O)NC1CCCC1
  -1, 101, 1, 1, -0.3, 10, 1, 1, -1, 0.0
> Cc1ccc2nc(-c3cccs3)oc(=O)c2c1
  46, 102, -7, -5, -0.3, -2, 0.5, 1.9, 5, 0.0
> COC(=O)NCc1ccc(CNC(=O)OC)cc1
  -5, 96, -2, -4, -0.5, -2, 1.1, 1.1, 4, -0.8
> O=C(CS(=O)(=O)c1ccccc1)Nc1ccc(Br)cn1
  1, 95, 0, -1, -0.2, 7, 1, 1.6, 1, -0.7
> CCCC(C(=O)O)N1C(=O)/C(=C/c2cccn2C)SC1=S (configuration not stated)
  4, 95, -1, -15, -0.6, 27, 1, 1.3, 15, 0.8
> CCC(C)n1c(SCc2ccccc2)nc2ccsc2c1=O (configuration not stated)
  -6, 100, -6, -14, -0.3, 4, 1.1, 0.83, 14, -0.3
> CCOc1ccc(/C=N/NC(=O)CN2CCCCCCC2)cc1
  -7, 94, 6, 4, 0.6, 4, 1.1, 1.1, -4, -1.1
> CCCCSc1nnc(-c2cc3c(C(F)(F)F)nn(C)c3s2)n1C
  -4, 99, -5, 5, -0.2, 5, 1, 0.85, -5, 1.5
> NS(=O)(=O)c1ccc(N/C=C\C(=O)c2cccc3ccccc23)cc1
  -5, 102, 1, x, -0.3, -26, 1.1, 1, x, -0.2
> COc1ccc(C(OC(=O)c2ccco2)C(=O)NCC2CCCO2)cc1 (configuration not stated)
  -1, 97, -3, -9, 0.1, 4, 1, 0.96, 9, 0.0
> Cc1c(Cl)cnc(NC(=O)COC(=O)C(NC(=O)c2ccco2)C(C)C)c1Cl (configuration not stated)
  -4, 105, -3, -2, -0.1, 6, 1, 1, 2, 2.0
> CCCCCCc1cc2cc(C(=O)Nc3ccccc3OC)c(=O)oc2cc1O
  -7, 99, -5, -15, -0.2, -24, 1.1, 0.94, 15, -0.2
> COc1ccc(C(=O)NCc2nnc(SCC(=O)NO)n2Cc2ccccc2)cc1
  -6, 94, 0, -15, -0.4, 12, 1.1, 1.4, 15, 0.1
> COCCN1C(=O)C(=O)/C(=C(/O)c2ccc3c(c2)OCCO3)C1c1ccc(C(=O)OC)cc1 (configuration not stated)
  -6, 97, 0, 8, -0.1, 1, 1.1, 1.1, -8, -0.6
> Cc1ccc(Cn2nnc3c(=O)[nH]c(C4CCN(S(=O)(=O)c5ccc(F)cc5)CC4)nc32)cc1
  -1, 99, 2, 1, -0.3, 3, 1, 1, -1, -2.2

Next part
Values run as follows: FLuc inhib CS, STAT1 act, HMGR II inh, APP 5UTR inh, Hsp70 activator, G6PDH counter, FLuc act counter, NF-kB expr up, APP 5'UTR act, Redox H2O2 prof
> Cc1ccccc1Cc1c(C)nc2nc(SCC(=O)NCc3ccco3)nn2c1C
  -7, 98, -4, -18, -0.4, 4, 1.1, 1.2, 18, -0.6
> CCOC(=O)CNC(=O)CSc1nnc(-c2ccco2)n1Cc1ccco1
  -1, 102, 0, -11, -0.1, 6, 1, 1.1, 11, -0.2
> CSc1ccccc1NC(=O)c1ccco1
  -2, 117, -1, -2, 0.1, 9, 1, 1.1, 2, 0.3
> COc1cccc(CC2(CO)CCCN(Cc3ccc(CN4CCCCC4)s3)C2)c1 (configuration not stated)
  -4, 94, -5, -4, 0.3, 15, 1, 0.79, 4, -0.6
> Cc1noc(C)c1S(=O)(=O)Nc1ccc(C(=O)NC2CCCCCC2)cc1
  -8, 107, -2, -4, 0.2, 6, 1.1, 1.2, 4, 0.9
> Cc1sc2ncn(CC(=O)NCC(=O)N(C)Cc3ccccc3)c(=O)c2c1C
  -6, 102, -1, -16, -0.4, 0, 1.1, 0.89, 16, -8.3
> COc1cccc2c(=O)n(CC(=O)Nc3ccccc3)ccc12
  -6, 98, -9, -1, -0.1, 10, 1.1, 1.1, 1, -1.0
> CCCSc1nnc(Cn2c(=O)sc3ccccc32)n1-c1ccccc1
  1, 98, 3, 6, -0.2, 6, 1, 0.77, -6, 0.6
> C=CCn1c(-c2ccc(C)cc2)nc2ccccc21
  24, 98, 1, 16, -0.3, 7, 0.8, 1.2, -16, 0.1
> CC1CCC(C(C)C)C(OC(=O)COC(=O)c2ccc(=O)[nH]c2)C1 (configuration not stated)
  -4, 100, -1, -8, -0.2, 1, 1, 1.5, 8, 1.4
> CCCCCNC(=O)Cc1ccc(OC)cc1
  -6, 104, -1, -18, -0.2, 0, 1.1, 0.92, 19, -1.8
> COCCNS(=O)(=O)c1cc(OC)c(Cl)cc1Cl
  -11, 99, -5, 5, -0.5, 1, 1.1, 1.1, -5, -0.4
> CC(C)n1c(=S)[nH]c2c1c(=O)[nH]c(=O)n2C
  -1, 97, -5, -7, 0.0, 3, 1, 1.3, 7, 0.2
> CC(C)(C)c1ccc(-c2nc(C#N)c(NCc3cccnc3)o2)cc1
  4, 114, 1, -23, 0.1, -5, 1, 1.3, 23, 1.0
> CC(/C=C/c1cccc([N+](=O)[O-])c1)=N\NC(=O)c1ccncc1
  -8, 89, -2, 5, -0.2, 6, 1.1, 1.1, -5, -0.2
> COc1ccc(OC)c2c1sc(=NC(=O)C(C)(C)C)n2C
  -1, 104, 1, 7, -0.1, -4, 1, 1.3, -7, -0.5
